# Source: PubChem BioAssay
# SRC2 TRFRET art – TR-FRET artefact, counter-screen to PPARgamma/SRC-2 agonist assay | hit rate 0.4% among 200,000 | stronger effect = higher value | TR-FRET ratio at 8 µM; in the data active = TR-FRET ratio above about 2000; note: inactives centre near 1500
# Diaph act CS – diaphorase activation or chemical reduction counter-screen | Diaphorase/resazurin coupled assay, resorufin fluorescence, 16 min; stronger effect = higher value; 1 = vehicle wells, 0 = NADH-free wells | hit rate 0.005% among 190,000 | activation factor at 20 µM;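 active = diaphorase activity raised at least twofold by the compound at 20 µM; inactive = activation factor below 2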
#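 Assay system: bacterial diaphorase enzyme (C. kluyveri) / Input: enzyme 0.07 U/mL final / Medium: 50 mM HEPES pH 7.4 with 4.542 mM MgCl2, 0.005% Tween 20 / Doses: single compound dose of 20 µM, 1% DMSO final / Incubation: 16 min enzyme reaction, ambient temperature / Signal: fluorescence, excitation 544 nm and emission 590 nm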
# PMI activator – increases human mannose-6-phosphate isomerase activity. P34949. purified human PMI, coupled resazurin fluorescence, 20 min; stronger effect = higher value; 1 = vehicle control, 0 substrate-free wells. activation factor at 20 µM. hit rate 0.005% among 190,000;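 active = activation factor of 2 or more at 20 µM, relative to plate controls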
# Target sequence (P34949 whole entry, looked up): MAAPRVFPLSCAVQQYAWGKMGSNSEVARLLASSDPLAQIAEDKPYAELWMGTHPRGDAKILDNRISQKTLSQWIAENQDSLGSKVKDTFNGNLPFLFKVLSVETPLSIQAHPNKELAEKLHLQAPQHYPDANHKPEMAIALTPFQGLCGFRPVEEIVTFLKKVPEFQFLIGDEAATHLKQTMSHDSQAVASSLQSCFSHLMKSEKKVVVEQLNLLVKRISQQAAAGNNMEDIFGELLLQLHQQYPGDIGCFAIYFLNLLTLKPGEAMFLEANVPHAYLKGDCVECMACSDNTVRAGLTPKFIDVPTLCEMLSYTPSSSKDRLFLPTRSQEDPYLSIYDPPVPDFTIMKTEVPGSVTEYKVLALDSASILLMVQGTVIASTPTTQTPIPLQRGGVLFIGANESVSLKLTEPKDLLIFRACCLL
# ROMK primary – modulates human ROMK potassium channel activity. P48048. Tet-inducible ROMK, thallium flux fluorescence; actives lie on both sides. B-score at 10 µM. hit rate 2% among 130,000. AID 1918;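 active = signal ratio slope over the read window, or its plate-corrected B-score, at least 3 SD from the plate mean, either direction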;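 note: B-score of the F/F0 ratio slope over 7 to 12 s after thallium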
# PPARg SRC-3 ag – PPARgamma-driven SRC-3 recruitment agonism | P37231 | biochemical PPARgamma/SRC-3 coactivator recruitment assay | activation, % at 8 µM | hit rate 0.26% among 200,000 | AID 731; in the data active = activation above about 23%;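 note: 0% = DMSO and 100% = reference agonist; some compounds past the cut are filed as inactive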
# Target sequence (P37231 whole entry, looked up): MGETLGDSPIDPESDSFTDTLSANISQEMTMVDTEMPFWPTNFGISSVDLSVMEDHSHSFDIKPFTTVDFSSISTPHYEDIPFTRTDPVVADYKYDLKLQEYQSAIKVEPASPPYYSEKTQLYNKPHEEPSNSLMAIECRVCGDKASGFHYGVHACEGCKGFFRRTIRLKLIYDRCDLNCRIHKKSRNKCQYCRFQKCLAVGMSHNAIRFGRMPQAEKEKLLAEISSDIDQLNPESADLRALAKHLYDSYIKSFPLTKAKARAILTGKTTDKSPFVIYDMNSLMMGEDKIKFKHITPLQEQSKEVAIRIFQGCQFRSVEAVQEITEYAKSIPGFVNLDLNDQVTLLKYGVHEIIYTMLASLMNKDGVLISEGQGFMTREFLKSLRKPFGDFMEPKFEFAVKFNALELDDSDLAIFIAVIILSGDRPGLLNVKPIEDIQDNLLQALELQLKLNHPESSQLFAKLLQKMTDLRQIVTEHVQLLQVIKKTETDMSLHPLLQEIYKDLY
# PPARg SRC-1 ag – agonists of human PPARgamma SRC-1 coactivator recruitment; hit rate 0.41% among 200,000; P37231; activation, % at 8 µM; AID 631; PPARgamma-SRC-1 coactivator recruitment biochemical assay; in the data active = activation above about 19%;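 note: 0% = DMSO and 100% = reference agonist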
# Diaphorase inh – diaphorase inhibition or chemical oxidation counter-screen; inhibition, % at 20 µM; AID 1217; hit rate 0.69% among 190,000; diaphorase resazurin-to-resorufin fluorescence, NADH, 16 min; bacterial (C. kluyveri) enzyme, not human;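 active = primary screen inhibition at 20 µM above a set limit, cut at about 50% in these data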;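 note: plate controls were DMSO with full reaction for no effect and wells lacking NADH for full effect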
#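 material = Clostridium kluyveri diaphorase enzyme | amount = 0.14 U/mL diaphorase, enzyme working solution | schedule = incubation 16 min, room temperature | detection = fluorescence of resorufin formed from resazurin, Ex 544/Em 590 nm | benchmarks = positive control minus NADH, DMSO neutral control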
# S1P3 antag – blocks the human S1P3 receptor; CHO S1P3 NFAT-BLA reporter, FRET fluorescence, antagonist mode; inhibition, % at 4.98 µM; hit rate 0.27% among 170,000; AID 485;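 active = inhibition above the plate cutoff, the mean inhibition of test wells on that plate plus 3 SD, cut at about 28% in these data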;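 note: cells challenged with S1P at its EC80 of 0.8 µM; blue over green emission ratio from cleaved BLA substrate after 4 h stimulation; 0% = S1P-stimulated wells and 100% = unstimulated DMSO-only wells; some compounds past the cut are filed as inactive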
# PMI act hi M6P – increases human PMI activity with near-saturating mannose 6-phosphate; activation factor at 20 µM; coupled PMI enzyme assay, resazurin fluorescence, 20 min; stronger effect = higher value; 1 = untreated enzyme, 0 = substrate-free blank; hit rate 0.34% among 190,000;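 active = activation factor of 2 or more at 20 µM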
#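 Technique: Diaphorase-driven resazurin-to-resorufin fluorescence, excitation 544, emission 590 nm | Assay system: Human PMI in coupled enzyme assay | Times: Enzyme reaction with compound 20 min at room temperature | Medium: HEPES-buffered pH 7.4 with magnesium and detergent | Reagent: Mannose-6-phosphate 1.0 mM (near-saturating) plus 0.22 mM NADP+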
# G6PDH CS – counter-screen for G6PDH assay hits: L. mesenteroides G6PDH inhibition; Purified L. mesenteroides G6PDH, diaphorase/resazurin coupled fluorescence, 45 min; inhibition, % at 5 µM; hit rate 0.12% among 200,000; AID 1020; in the data active = inhibition above about 50%
# PPARg SRC2 recr – promotes SRC-2 coactivator recruitment by human PPARgamma | P37231 | PPARgamma LBD-SRC-2 recruitment, biochemical | activation, % at 8 µM | hit rate 0.34% among 200,000 | AID 1032; in the data active = activation above about 22%;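 note: 0% = vehicle and 100% = reference agonist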
# Numbers without * were called inactive; . = not tested or not shown.
SMILES,SRC2 TRFRET art,Diaph act CS,PMI activator,ROMK primary,PPARg SRC-3 ag,PPARg SRC-1 ag,Diaphorase inh,S1P3 antag,PMI act hi M6P,G6PDH CS,PPARg SRC2 recr
c1csc(Cn2nnnc2CN2CCN(c3nc4ccccc4s3)CC2)c1,1651,0.7,0.9,.,-2,-3,29,10,0.9,5,-1
Cc1onc(-c2ccccc2)c1C(=O)N1CCCSC1=Nc1ccccc1,1568,0.9,0.9,-0.62,-4,1,12,25,0.9,3,-2
COCCNC(=O)C(c1ccc(C)o1)N(C(=O)c1snc(C(N)=O)c1N)c1cccc(C)c1 (stereo not given),1671,0.9,0.9,.,0,4,14,-9,0.9,8,-2
Cn1c(=O)c2c(-c3cccc(F)c3)c3c(nc2n(C)c1=O)-c1ccccc1C3O (stereo not given),1319,0.9,1.3,.,-7,-1,11,.,1.6,12,-6
CN(Cc1ccccc1)c1ncnc2ccc(Br)cc12,1517,1,1.1,-4.7*,3,1,3,.,1.1,-2,5
C=CCn1c(CSc2nc3ccccc3s2)nnc1SCC(=O)NCCN1CCOCC1,1682,0.8,1,.,-12,1,17,12,1,0,-1
CC(=O)NCc1ccc(-c2csc(N)n2)s1,1479,0.9,1.2,0.33,2,8,7,-4,1,4,0
NC1=C([N+](=O)[O-])C(c2ccccc2)C2=C(CCCC2=O)O1 (stereo not given),1588,1,1,0.057,-1,-5,3,-2,1,-1,-6
CN(C(=O)CSC1=NCCS1)c1ccccc1,1618,1,1.1,.,4,-9,5,.,1.1,7,-1
CCCN(C(=O)CSc1nnc(-c2ccoc2C)n1N)C1CCS(=O)(=O)C1 (stereo not given),1403,0.9,1,.,3,3,12,-20,1.1,34,-1
COCCNC(=O)c1cc2c(=O)n(C)c3ccccc3c2n1C,1622,0.8,1,.,15,-4,20,-54,0.9,-4,-3
COc1ccc(Cl)cc1C(=O)NCCN(C)C,1631,0.9,1.1,.,20,5,5,.,1.1,4,3
CCCCCn1c2nc3ccccc3nc2c2c(=O)n(CC3CCCO3)c(C)nc21 (stereo not given),.,0.9,1.1,.,.,.,7,3,1,0,.
NS(=O)(=O)c1ccc(CCNc2nc(CN3CCOCC3)nc3sc4c(c23)CCC4)cc1,1544,1,1.2,-0.45,0,6,3,.,1.2,8,3
CN1CCN(C(=O)C2=C[C@H](c3coc4ccccc4c3=O)C[C@H](OCCCCO)O2)CC1,1588,0.7,0.9,.,3,8,30,-25,0.8,15,-5
CC(=O)c1cccc(CN2CCCC(CCC(=O)NCc3ccccc3F)C2)c1 (stereo not given),1623,0.9,1,0.28,-1,10,6,-4,1.1,15,1
Nc1nc(Nc2ccc(Cl)cc2Cl)nc(C(F)(F)F)n1,1563,0.9,0.9,.,8,7,14,-9,0.9,-16,13
Cn1cc(C(=O)Nc2ccc(F)c(Cl)c2)cn1,1659,0.9,1,0.21,6,3,13,1,1,6,-5
CCC(C)c1ccc(NC(=O)c2cccs2)cc1 (stereo not given),1444,0.9,1,0.018,1,5,11,.,1,3,11
Cn1nnnc1SCC(=O)NCCCc1ccccc1,1335,0.8,1,.,-8,0,16,-17,1,4,-1
C=CCn1c(SC)nnc1C1COc2ccccc2O1 (stereo not given),1897,0.9,1.2,-0.0011,9,9,14,-8,1.2,1,4
O=C(NC1CCN(C(=S)NCc2ccco2)CC1)c1cccc(F)c1,1738,0.9,1.1,-0.86,1,6,10,1,1.1,6,9
NC(=O)CSc1nc2scc(-c3ccco3)c2c(=O)n1-c1ccccc1,1825,0.8,1,.,5,15,16,-4,1.2,-1,15
CCOC(=O)C(C(C)=O)C(c1ccc(OCCC(C)C)cc1)C(C(C)=O)C(=O)OCC (stereo not given),1662,0.9,1,-0.33,22,5,7,.,1,8,3
O=C(NCc1ccc2c(c1)OCO2)c1cc(-c2ccccc2Cl)on1,1602,0.8,0.9,.,16,6,17,.,0.9,17,6
COc1ccc(S(=O)(=O)N2CCCC(C(=O)NCCC3=CCCCC3)C2)cc1 (stereo not given),1720,1,1,.,13,5,5,-27,1,-28,0
CCCOC(=O)c1ccc(OCC(O)CN2C(=O)NC(C)(C)C2=O)cc1 (stereo not given),1377,0.9,1,.,-6,2,7,-11,1,-2,1
COc1ccc(S(=O)(=O)N2CC3C4C=CC(C4)C3C2)cc1 (stereo not given),1493,0.9,1,0.34,-15,-6,8,-26,1,4,-8
Cc1c(NC(=O)C(C)OC(=O)c2sc3ccccc3c2Cl)c(=O)n(-c2ccccc2)n1C (stereo not given),1790,0.9,1.2,-0.88,5,-3,6,6,1.1,5,9
CC(C)n1c(NCCO)nc2ccccc21,1707,0.9,0.8,0.74,2,1,14,-9,0.9,17,6

# Single records, from the list above. Order of screens: SRC2 TRFRET art | Diaph act CS | PMI activator | ROMK primary | PPARg SRC-3 ag | PPARg SRC-1 ag | Diaphorase inh | S1P3 antag | PMI act hi M6P | G6PDH CS | PPARg SRC2 recr
# Shown for CCC(C)c1ccc(NC(=O)c2cccs2)cc1 (stereo not given) = 1444 | 0.9 | 1 | 0.018 | 1 | 5 | 11 | . | 1 | 3 | 11
# Shown for Cc1c(NC(=O)C(C)OC(=O)c2sc3ccccc3c2Cl)c(=O)n(-c2ccccc2)n1C (stereo not given) = 1790 | 0.9 | 1.2 | -0.88 | 5 | -3 | 6 | 6 | 1.1 | 5 | 9
# Shown for O=C(NC1CCN(C(=S)NCc2ccco2)CC1)c1cccc(F)c1 = 1738 | 0.9 | 1.1 | -0.86 | 1 | 6 | 10 | 1 | 1.1 | 6 | 9
# Shown for CC(C)n1c(NCCO)nc2ccccc21 = 1707 | 0.9 | 0.8 | 0.74 | 2 | 1 | 14 | -9 | 0.9 | 17 | 6
# Shown for Cc1onc(-c2ccccc2)c1C(=O)N1CCCSC1=Nc1ccccc1 = 1568 | 0.9 | 0.9 | -0.62 | -4 | 1 | 12 | 25 | 0.9 | 3 | -2

# Other structures
SMILES,SRC2 TRFRET art,Diaph act CS,PMI activator,ROMK primary,PPARg SRC-3 ag,PPARg SRC-1 ag,Diaphorase inh,S1P3 antag,PMI act hi M6P,G6PDH CS,PPARg SRC2 recr
Cc1ccc(CNC(=O)CCCc2ccccc2)cc1,1561,0.8,1.1,.,-2,5,17,-10,1,12,2
O=C(NCc1ccccc1Cl)C1CCN(S(=O)(=O)c2ccc(F)cc2)CC1,1460,0.9,1,.,-2,0,10,5,1,3,2
CCC1(C)Cc2nc3[nH]c(=S)n(-c4ccc(C)cc4)c(=O)c3cc2CO1 (stereo not given),1457,1,0.9,0.45,4,2,1,-21,0.9,17,5
COn1c(=O)c(=O)n(O)c2ccccc21,1495,1.1,1.1,.,2,5,-12,.,0.9,16,0
O=C(CCC1COc2ccccc2O1)NCc1ccco1 (stereo not given),1665,0.9,1,.,-2,2,13,-18,1,2,8
Cc1ccccc1N1C(=O)c2sc3nc4c(c(=O)n3c2C1=O)CCC4,1575,0.8,1,-3.1*,8,-3,19,-22,1,1,-2
COCCCNC(=O)c1ccc2c(=O)n(C3CCCC3)c(=S)[nH]c2c1,1604,0.9,0.9,-0.013,11,4,10,-12,0.9,2,-9
CC1CC(C)CN(CCCNC(=O)CCNC(=O)Cn2ccc3ccccc3c2=O)C1 (stereo not given),1531,0.9,0.9,-0.25,-5,5,9,.,0.9,5,1
Cc1cc(-c2ccccc2)[nH]c(=O)c1C#N,1623,1,1,-0.18,3,8,-1,-10,1,4,5
O=C(CCn1nnc2ccccc21)Nc1nnc(Cc2ccc(F)cc2)s1,1547,0.8,0.9,.,-5,2,17,-32,0.8,7,-1
Cc1noc(C)c1COc1cccc(C(=O)OCC(=O)N2CC(=O)Nc3ccccc32)c1,1612,0.8,0.9,.,4,4,16,-35,0.9,5,-2
CCOc1ccc2c(c1)OC(c1ccc(OC)cc1)(C(F)(F)F)NC2=O (stereo not given),1572,0.8,0.8,.,0,0,22,2,0.9,-8,1
O=C(CN1C2CCCC1CC(NC(=O)c1ccccc1)C2)NC1CC1 (stereo not given),1757,1,1,-0.86,1,4,0,-5,1,3,0
COC(=O)CSc1ncnc2c1sc1nc(-c3ccco3)c3c(c12)CC(C)(C)OC3,1509,0.8,1.2,-0.79,16,-2,17,.,1.5,14,14
CCOc1ccc(NC(=O)CSc2ncn[nH]2)c([N+](=O)[O-])c1,1629,0.9,0.9,.,1,1,6,2,1,-7,7
Cc1ccc(C(=O)c2ccc([N+](=O)[O-])cc2)cc1C,1627,0.9,1,.,7,6,12,.,1,5,10
Cc1cccc(CSC(=N)N)c1,1557,1,1,.,-2,-6,2,-8,1.1,-8,-3
O=C(NCC1CCCO1)C(C(=O)c1ccc(F)cc1)n1ccccc1=O (stereo not given),1578,1,1,.,-9,2,1,-17,0.9,5,-9
O=C(C1CCCCN1S(=O)(=O)c1ccccc1[N+](=O)[O-])N1CCCCC1 (stereo not given),1590,0.7,0.9,-0.28,-3,14,26,-5,1,14,5
Cc1cccc(S(=O)(=O)Nc2ccc(C)c3c2OC(C)(C)C3)c1,1422,1,1,-0.45,3,0,-2,.,1.1,2,-1
NC(=O)c1ccc(Nc2ccc([N+](=O)[O-])cc2[N+](=O)[O-])cc1,1264,0.9,0.9,-1.4,-6,-5,6,1,1,13,2
Cc1nc(SCC(=O)Nc2cc(C)on2)c2c(C)c(C)sc2n1,1497,1,1.1,.,16,4,-4,9,1.1,12,7
O=C(Nc1nc(-c2ccccn2)cs1)C12CC3CC(CC(O)(C3)C1)C2,1545,1.1,1,-0.58,2,0,-10,-24,0.9,8,3
O=C(Nc1ccc(S(=O)(=O)NC2=NCCCCC2)cc1)c1ccc(=O)[nH]c1,1540,0.9,1.1,-0.12,1,1,9,-7,1.1,6,14
FC(F)(F)c1cccc(NC(=S)Nc2cccc(Cl)c2)c1,1602,1,0.9,.,15,2,4,.,1,0,14
O=C(O)CSc1cccc2cccc(C(=O)O)c12,1819,1.1,1,.,6,14,-8,-18,1.1,16,6
O=C(CNC(=O)c1ccccc1)N/N=C/c1ccccc1Cl,1710,0.9,1,0.5,0,11,12,-9,0.9,-4,10
O=C(NCCc1ccccc1)c1cc2sccc2n1Cc1ccccc1,1839,0.8,0.9,.,-5,6,18,.,0.9,3,10
CC1=CCC(C(=O)O)(C(=O)N/N=C/c2cccs2)C(c2ccc(Cl)cc2)C1 (stereo not given),1504,0.8,0.8,-0.017,-3,0,22,.,0.9,2,8
CC1(C)Cc2c(C#N)c(N3CCN(C(=O)c4ccccc4)CC3)nc(-c3ccco3)c2CS1,1558,0.8,1,0.19,4,3,18,.,0.9,5,5
